Source: PubChem
ROMK primary: ROMK potassium channel modulators, primary screen, cell-based, thallium flux, MLSMR library; ATP-sensitive inward rectifier potassium channel 1 (Homo sapiens), P48048; Tet-inducible ROMK, thallium flux fluorescence; actives lie on both sides; B-score at 10 µM; 130,000 tested, 2% active;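 active means signal ratio slope over the read window, or its plate-corrected B-score, at least 3 SD from the plate mean, either direction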;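 further: B-score of the F/F0 ratio slope over 7 to 12 s after thallium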
Lmaj promast: Leishmania major promastigote growth inhibition, primary screen; AID 1063, 2008; 200,000 tested, 9% active; Leishmania major promastigotes, resazurin fluorescence viability; inhibition, % at 10 µM; in the data active means inhibition above about 50%;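 further: promastigotes grown with compound for 44 hours at 28 °C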
S1P3 antag: S1P3 receptor antagonists, primary screen, cell-based; inhibition, % at 4.98 µM; CHO S1P3 NFAT-BLA reporter, FRET fluorescence, antagonist mode; 170,000 tested, 0.27% active; Sphingosine 1-phosphate receptor 3 (Homo sapiens), Q99500;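 active means inhibition above the plate cutoff, the mean inhibition of test wells on that plate plus 3 SD, cut at about 28% in these data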;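 further: cells challenged with S1P at its EC80 of 0.8 µM; blue over green emission ratio from cleaved BLA substrate after 4 h stimulation; 0% = S1P-stimulated wells and 100% = unstimulated DMSO-only wells; some compounds past the cut are filed as inactive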
bIAP act: bovine intestinal alkaline phosphatase activators, primary screen, biochemical, bovine IAP, CDP-star luminescence; AID 1016, 2008; purified bovine IAP, 30 min; stronger effect = higher value; fold of DMSO-control signal, blank-subtracted; activation factor at 20 µM; 200,000 tested, 0.17% active;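 active means activation factor of 2 or more at 20 µM, a signal rise over negative controls twice the positive control's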
TR-FRET SRC-2 ct: TR-FRET signal artefacts, primary screen, artefact control for PPARgamma SRC-2 agonist project, biochemical; TR-FRET artefact counter-screen; stronger effect = higher value; TR-FRET ratio at 8 µM; 200,000 tested, 0.4% active; in the data active means TR-FRET ratio above about 2000; further: inactives centre near 1500
bIAP inh: bovine intestinal alkaline phosphatase inhibitors, primary screen, selectivity assay for TNAP inhibitor project, biochemical, bovine IAP, CDP-star luminescence; alkaline phosphatase, intestinal [Bos taurus]; purified bovine IAP, 30 min; inhibition, % at 20 µM; 190,000 tested, under 10 active;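 active means over 50% inhibition of intestinal alkaline phosphatase at 20 µM in the single-dose screen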
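System: purified bovine intestinal alkaline phosphatase (IAP) enzyme; Input: IAP diluted 1/65,000,000 in the well; Measured by: CDP-star luminescence signal; Compound dosing: 20 µM single dose; Incubation: 30 min reaction at room temperature.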
PPARg SRC-3 ag: PPARgamma agonists recruiting SRC-3 coactivator, primary screen, biochemical | Peroxisome proliferator-activated receptor gamma (Homo sapiens), P37231 | biochemical PPARgamma/SRC-3 coactivator recruitment assay | activation, % at 8 µM | 200,000 tested, 0.26% active | AID 731, 2007; in the data active means activation above about 23%;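 further: 0% = DMSO and 100% = reference agonist; some compounds past the cut are filed as inactive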
TLR4 MyD88 comp: inhibitors of TLR4-MyD88 association in cells, primary screen, cell-based, HeLa CL3-4, BLA complementation, FRET ratio. 200,000 tested, 0.18% active. AID 861, 2007. inhibition, % at 8.4 µM. HeLa CL3-4 TLR4/MyD88 BLA complementation; in the data active means inhibition above about 25%;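 further: 0% = vehicle and 100% = reference inhibitor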
Target sequence (O00206 whole entry, looked up): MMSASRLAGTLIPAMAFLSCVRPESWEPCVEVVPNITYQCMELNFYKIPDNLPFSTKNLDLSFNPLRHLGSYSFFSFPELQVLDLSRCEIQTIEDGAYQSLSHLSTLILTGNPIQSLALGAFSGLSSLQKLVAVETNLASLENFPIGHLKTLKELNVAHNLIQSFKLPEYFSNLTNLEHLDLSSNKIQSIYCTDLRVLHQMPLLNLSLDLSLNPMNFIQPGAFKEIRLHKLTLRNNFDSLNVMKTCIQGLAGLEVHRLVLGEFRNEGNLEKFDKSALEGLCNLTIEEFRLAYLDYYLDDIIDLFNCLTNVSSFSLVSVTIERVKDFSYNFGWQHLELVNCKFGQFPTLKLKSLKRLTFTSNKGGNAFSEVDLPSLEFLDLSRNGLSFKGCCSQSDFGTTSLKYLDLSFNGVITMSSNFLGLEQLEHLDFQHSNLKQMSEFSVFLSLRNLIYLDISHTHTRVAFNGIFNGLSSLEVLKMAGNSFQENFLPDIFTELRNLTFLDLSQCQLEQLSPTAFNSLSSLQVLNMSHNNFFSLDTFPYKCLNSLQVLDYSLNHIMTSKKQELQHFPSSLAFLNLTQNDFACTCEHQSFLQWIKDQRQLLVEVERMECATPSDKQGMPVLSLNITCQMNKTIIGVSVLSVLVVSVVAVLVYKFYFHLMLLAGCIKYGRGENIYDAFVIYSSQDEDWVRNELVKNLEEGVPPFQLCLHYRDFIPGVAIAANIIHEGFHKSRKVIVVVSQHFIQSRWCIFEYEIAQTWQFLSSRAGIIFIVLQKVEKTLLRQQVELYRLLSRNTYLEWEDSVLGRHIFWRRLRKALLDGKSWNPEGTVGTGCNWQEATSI
Target sequence (Q99836 whole entry, looked up): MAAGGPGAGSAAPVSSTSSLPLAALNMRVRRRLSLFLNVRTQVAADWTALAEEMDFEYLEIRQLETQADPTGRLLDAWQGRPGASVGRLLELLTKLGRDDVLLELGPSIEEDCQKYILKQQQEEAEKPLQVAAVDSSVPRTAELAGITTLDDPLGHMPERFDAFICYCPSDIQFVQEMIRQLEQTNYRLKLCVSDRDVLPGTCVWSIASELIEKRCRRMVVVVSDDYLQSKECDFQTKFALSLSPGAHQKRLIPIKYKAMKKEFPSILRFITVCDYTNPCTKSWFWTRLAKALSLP
DTT redox prof: compounds producing H2O2 with reducing agent – biochemical, NIH compound library profiling, artefact control for MLSCN library redox annotation, primary screen; 200,000 tested, 0.03% active; AID 878, 2007; activation, % at 10 µM; DTT-dependent redox cycling H2O2, phenol red/HRP absorbance; 100% = 100 µM peroxide control, 0% = buffer;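 active means activation of at least 50% relative to the plate's high and low controls in the primary single-dose screen; inactive means activation below 50%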;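 further: compound incubated with DTT at 0.8 mM final as the reducing agent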
PPARg SRC-1 ag: PPARgamma agonists recruiting SRC-1 coactivator, primary screen, biochemical; activation, % at 8 µM; AID 631, 2007; Peroxisome proliferator-activated receptor gamma (Homo sapiens), P37231; 200,000 tested, 0.41% active; PPARgamma-SRC-1 coactivator recruitment biochemical assay; in the data active means activation above about 19%;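 further: 0% = DMSO and 100% = reference agonist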
PPARg SRC2 recr: agonists of PPARg-SRC-2 recruitment, primary screen, biochemical, HTS; activation, % at 8 µM; 200,000 tested, 0.34% active; PPARgamma LBD-SRC-2 recruitment; in the data active means activation above about 22%;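 further: 0% = vehicle and 100% = reference agonist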
The depositor's hits bear a star; . = no result given.

SMILES	ROMK primary	Lmaj promast	S1P3 antag	bIAP act	TR-FRET SRC-2 ct	bIAP inh	PPARg SRC-3 ag	TLR4 MyD88 comp	DTT redox prof	PPARg SRC-1 ag	PPARg SRC2 recr
CCc1ccc(-c2cc(C(=O)NCc3ccccn3)c3ccccc3n2)cc1	-1.5	97*	7	1	1285	1	-4	4	0.5	-1	-4
Cc1ccccc1Cn1cc(NC(=O)c2noc3c2CC(C(C)(C)C)CC3)cn1 (stereo not drawn)	-0.46	20	1	0.9	1560	8	-2	-7	0.5	1	6
CC1CCN(c2nc3ccc(C(=O)N4CCN(Cc5ccc6c(c5)OCO6)CC4)cc3s2)CC1	.	92*	.	1.3	1578	-32	-2	-1	-1.4	2	11
CCOC(=O)C1CCN(S(=O)(=O)c2ccc(C)c(C)c2)CC1	1.9	1	-20	0.8	1381	17	1	21	-0.3	3	5
CCOc1ccc(NC(=O)NC(=O)N(C(C)C)S(C)(=O)=O)cc1	0.077	-6	-9	1	1717	-3	2	-5	-0.7	1	1
CC(=O)NCc1ccc(C(=O)CCl)cc1	-2*	93*	-15	1.2	1515	-22	-3	10	-3.5	-2	4
CC1CCC(N2CCNCC2)CC1 (stereo not drawn)	.	-7	-3	1	1307	1	2	0	-0.6	-5	-8
CSc1ccc2nnc(-c3cccc(F)c3)n2n1	-0.5	6	-7	0.9	1396	7	3	-5	2.4	1	-3
Clc1ccc(-c2ccnc(Oc3cc(Cl)ccc3Cl)n2)cc1	.	-7	.	0.9	1773	10	5	-15	-3.8	5	6
CCCCOC(=O)CSc1nc(N)c(C#N)c(-c2ccc(OC)cc2)c1C#N	0.2	-4	.	1	1462	4	2	-1	-0.4	4	9
CC(=O)c1cc(CN2CCN(C(C)C)C(CCO)C2)cs1 (stereo not drawn)	0.9	-3	-7	0.9	1540	9	-3	0	-1.4	10	-3
CCCCn1c(=O)c(CCC(=O)OCC(=O)Nc2cccc3ccccc23)nc2ccccc21	0.15	-3	2	1.3	1383	-34	-2	-4	-0.2	-9	3
Cc1ccccc1Cn1nc(C)c(NC(=O)c2noc3c2CCc2ccccc2-3)c1C	.	6	16	0.9	1471	5	12	0	-0.4	-1	4
Nc1cc(Cl)nc(N/N=C/c2c(O)ccc3ccccc23)n1	.	91*	10	0.9	1449	11	-3	-8	0.6	-9	2
Cc1ccc2c(c1)N(CCCC(=O)NCc1cccnc1)C(=O)CO2	-0.067	-4	-21	1.3	1651	-29	4	2	0.0	6	8
CC(C)Cn1c(=O)c(C(=O)N/N=C/c2cccc(F)c2)c(O)c2ccccc21	-0.11	70*	-16	0.5	1587	46	-2	-4	0.2	-6	-2
COc1ccc(N2CCN(Cc3nc4ccccc4n3C)CC2)cc1	-0.8	-10	-5	1	1550	5	1	7	-0.2	4	4
COC(=O)c1ccccc1NC(=O)c1ccc2c(c1)C(=O)N(Cc1ccco1)C2=O	-0.0012	-5	-11	.	1499	.	8	9	0.5	-4	0
CCNS(=O)(=O)c1ccc(NC(=O)c2ccc(Cn3cc(Br)cn3)o2)cc1	0.06	5	-7	0.9	1456	14	-4	-19	-0.2	0	-1
Cc1[nH]c(=O)[nH]c(=O)c1S(=O)(=O)N1CCN(c2ccccc2F)CC1	.	-4	.	0.8	1526	15	-3	-3	-3.6	-5	-11
CC1CCN(C(=O)CSc2nnc(CN3CCOCC3)n2-c2ccccc2)CC1	.	-4	-3	1.1	1343	-8	-1	-4	2.9	0	-2
CCSC1=C(C#N)C2(CCCC2)C(C#N)=C(N)N1	.	7	-16	1	1700	3	0	8	-0.7	-1	2
O=S(=O)(c1ccccc1)N1CCN(c2cc(-c3ccccc3)nc3ncnn23)CC1	.	1	-13	1	1292	4	-8	13	2.7	-9	-7
O=C(NC1CCCCC1)N1CCC(c2nc(-c3ccc(S(=O)(=O)N4CCCC4)cc3)no2)CC1	.	75*	13	1	1422	3	-9	11	2.2	1	0
Cc1ccc2cc(CCNC(=O)C(C)(C)C)c(=O)[nH]c2c1	.	-6	1	1	1655	5	6	9	-2.9	1	8
Cc1cc(NC(=O)Cn2c(=O)n(CCCCC(=O)NC3CCN(Cc4ccccc4)CC3)c(=O)c3ccccc32)n[nH]1	-0.57	-2	-10	1.3	1419	-30	9	7	0.4	5	0
COc1ccc(NC(=S)Nc2cccc(Cl)c2Cl)cc1OC	0.5	2	-5	1.1	1467	-8	0	3	0.2	-8	2
CCO[C@@H]1OC(C(=O)N2CCN(C)CC2)=C[C@H](c2ccc(C(F)(F)F)cc2)[C@H]1CCCO	.	-3	-7	1	1657	3	0	-2	-0.8	-1	3
O=S(=O)(c1ccc(F)cc1)N1CCN(C(=S)NC2CCCC2)CC1	0.019	50	2	1	1402	3	1	7	0.3	-8	-3
COc1ccc(N2CCN(C(=O)c3c(C)nn(-c4ccccc4)c3C)CC2)cc1	0.86	50*	-1	1	1606	-2	5	8	0.3	0	1
COc1ccc(CSCC(=O)N/N=C/c2ccc(OCC(=O)N3CCCCC3)cc2)cc1	-0.3	-4	.	0.9	1487	13	7	1	0.0	6	11
CCOc1ccc(N(C(=O)C2CCCO2)C2C=CS(=O)(=O)C2)cc1 (stereo not drawn)	-1.2	0	3	1.1	1341	-14	-3	3	-0.9	-2	2
CS(=O)(=O)n1nc(OC(=O)c2cccs2)cc1N	.	0	-5	1	1542	4	1	4	2.5	2	-2
CCCCOc1ccc(C(=O)NCCc2cccs2)cc1	-0.96	-3	-7	1.1	1421	-9	17	0	6.1	4	-3
O=C(CN(Cc1ccco1)C(=O)CNS(=O)(=O)c1ccccc1)NCc1ccc(F)cc1	.	1	-24	0.4	1585	.	9	9	-1.0	9	6
Cc1ccc(C(=O)Nc2ccc3nc(C)sc3c2)s1	.	2	.	0.9	1697	13	8	2	-0.5	-1	1
OCCn1c(-c2ccccc2)csc1=Nc1ccccc1	-1.5	4	0	0.9	1479	11	2	1	-0.2	1	4
COc1ccc(NC(=O)Nc2ccc3oc(C)nc3c2)cc1	-0.85	-3	-5	0.9	1680	11	5	4	-0.3	8	9
O=C(NCCOc1ccc(Cl)cc1)C1CC(=O)N(c2ccc(F)cc2)C1 (stereo not drawn)	.	-5	6	1	1461	1	-16	-12	2.8	-8	1
COc1cccc(/C=C2\SC(=N)N(c3ccc(F)cc3)C2=O)c1	.	6	0	0.9	1522	14	-3	-7	0.8	5	3
Cn1cccc1C(=O)Nc1nccs1	0.082	4	-3	1	1555	3	-12	-2	1.5	-8	-1
CCOc1ccc(NC(=O)c2cnsn2)cc1	.	-3	-16	0.8	1616	16	-1	0	-2.8	2	7
Cn1c(CN2CCCC2)nc2cc(NC(=O)c3cccs3)ccc21	2	8	-12	0.9	1606	8	4	-2	-0.5	-3	0
Cc1ccc(CC(=O)Nc2nc3ccccc3[nH]2)cc1C	.	0	.	0.9	1360	7	10	2	2.1	-2	-1
CC(/C=N/N1C(=O)CSC1=S)=C\c1ccccc1	-0.1	-5	-8	0.9	1553	12	-1	8	-0.1	-5	-6
CCOC(=O)c1cn(CC)c2ccc(Br)cc2c1=O	.	5	6	1	1478	3	-1	2	2.2	6	5
c1ccc(CN2CCN(c3ncnc4nc[nH]c34)CC2)cc1	.	1	-7	1.5	1719	-50	2	2	-2.9	8	5
Cc1cc(=O)oc2cc(OCC(=O)OCC(=O)NCc3ccc4c(c3)OCO4)ccc12	0.6	6	-40	1	1556	3	4	-3	3.1	-5	-11
O=C(Nc1ccc(CN2CCCCC2)cc1)Nc1ccccc1Cl	-0.019	37	-12	1.5	1338	-54	-2	-1	0.3	-1	-1
CC(=O)C1=C(C)Nc2cc(C(F)(F)F)ccc2S1	.	-5	25	0.9	1514	11	7	0	1.8	-1	4

Reprinted from the results shown (five entries):
SMILES	ROMK primary	Lmaj promast	S1P3 antag	bIAP act	TR-FRET SRC-2 ct	bIAP inh	PPARg SRC-3 ag	TLR4 MyD88 comp	DTT redox prof	PPARg SRC-1 ag	PPARg SRC2 recr
CCOC(=O)c1cn(CC)c2ccc(Br)cc2c1=O	.	5	6	1	1478	3	-1	2	2.2	6	5
c1ccc(CN2CCN(c3ncnc4nc[nH]c34)CC2)cc1	.	1	-7	1.5	1719	-50	2	2	-2.9	8	5
Cc1cc(=O)oc2cc(OCC(=O)OCC(=O)NCc3ccc4c(c3)OCO4)ccc12	0.6	6	-40	1	1556	3	4	-3	3.1	-5	-11
O=C(Nc1ccc(CN2CCCCC2)cc1)Nc1ccccc1Cl	-0.019	37	-12	1.5	1338	-54	-2	-1	0.3	-1	-1
CC(=O)C1=C(C)Nc2cc(C(F)(F)F)ccc2S1	.	-5	25	0.9	1514	11	7	0	1.8	-1	4

(next part)
SMILES	ROMK primary	Lmaj promast	S1P3 antag	bIAP act	TR-FRET SRC-2 ct	bIAP inh	PPARg SRC-3 ag	TLR4 MyD88 comp	DTT redox prof	PPARg SRC-1 ag	PPARg SRC2 recr
CC(C)Oc1ccc(Cc2cnc(N)nc2N)cc1	1.1	58*	.	0.9	1608	8	8	6	0.0	-2	4
O=C(CCCN1C(=O)CSc2ncccc21)N1CCN(Cc2ccccc2)CC1	.	-11	4	1	1699	3	7	5	-3.2	4	2
CCOc1ccc(C2CC(c3ccc(OC)c(OC)c3)n3nc(N)nc3N2)cc1 (stereo not drawn)	.	-5	-34	1	1621	-1	7	-16	-0.7	4	-1
CC(C)c1nc(=S)c2ccccc2[nH]1	.	-9	20	0.9	1355	14	7	-12	1.7	3	-5
CN1CCN(c2nc(-c3ccco3)cc(C(F)(F)F)n2)CC1	.	2	.	0.9	1560	5	2	-4	0.3	2	7
CN1CCC(CO)(Cc2ccccc2)CC1	.	2	-19	1	1368	2	1	-13	-0.8	5	5
Cc1c(C#N)c2ccccc2n1CC(=O)NCc1ccccc1	.	14	.	0.9	1729	15	-1	1	0.0	0	5
O=C1c2ccccc2C(=O)c2cc(NC(=O)C3CC3)ccc21	.	35	-1	0.9	1360	14	-1	-8	1.2	-6	-2
Cc1c(NC(=O)c2cc(-c3ccccc3)on2)c(=O)n(-c2ccccc2)n1C	-0.032	7	-9	0.9	1582	6	0	-1	-0.4	2	-2
O=C(CC1NC2CCCCC2NC1=O)Nc1cccc(C(F)(F)F)c1 (stereo not drawn)	0.016	5	-9	1	1456	4	4	1	1.3	-10	10
CCCCNC(=O)NNC(=O)c1ccc(F)cc1	0.017	-8	0	1	1569	-3	8	-2	-0.7	9	-2
Cc1c(-c2ccc(F)cc2)nc(N)c(C#N)c1-c1ccco1	.	2	13	1	1577	4	-3	-8	2.3	8	5
Cc1ccc(S(=O)(=O)NC(C(=O)OCC(=O)NC2CCS(=O)(=O)C2)C(C)C)cc1 (stereo not drawn)	.	-4	17	0.9	1516	8	4	-8	4.0	4	5

This is a random part of the collection; any-hit rate near 11%.
